Screening data: PubChem BioAssay, several laboratories
GRK2 inh – blocks RNA aptamer binding to human GRK2; P25098; inhibition of aptamer binding, % at 10 µM; 330,000 compounds, 0.59% hits; bead flow cytometry, FAM-aptamer displacement from GRK2;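 active = inhibition of aptamer binding above 40%, roughly 3 SD of noise, on plates passing a quality check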;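 also: median bead fluorescence of bound FAM aptamer so fluorescent compounds give negative values; no value below 0 was filed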
VLA-4 inh – inhibition in a human VLA-4 binding assay; 330,000 compounds, 0.2% hits; P13612; AID 2557; inhibition, % (about 7 µM as worked out from the volumes in the protocol); VLA-4 expressing cells, ligand binding flow cytometry; in the data active = inhibition above about 50%
MEX-5 binding – C. elegans MEX-5 TCR-2 RNA binding activity; Q9XUB2; MEX-5/FITC-TCR2 RNA binding, fluorescence polarization; active compounds read low; activity score (negative = inhibition of binding), % at 10 µM; 300,000 compounds, 0.38% hits; AID 1832;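 active = inhibition past about -25% in most replicates, and total fluorescence under double the plate's negative control median, limit read from the data; inconclusive = replicates evenly split on the limit, or fluorescence at least double controls; inactive = too little inhibition in most replicates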;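 also: 0% = DMSO and -100% = 5 µM competing unlabeled TCR2 RNA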
Target sequence (Q9XUB2 whole entry, looked up): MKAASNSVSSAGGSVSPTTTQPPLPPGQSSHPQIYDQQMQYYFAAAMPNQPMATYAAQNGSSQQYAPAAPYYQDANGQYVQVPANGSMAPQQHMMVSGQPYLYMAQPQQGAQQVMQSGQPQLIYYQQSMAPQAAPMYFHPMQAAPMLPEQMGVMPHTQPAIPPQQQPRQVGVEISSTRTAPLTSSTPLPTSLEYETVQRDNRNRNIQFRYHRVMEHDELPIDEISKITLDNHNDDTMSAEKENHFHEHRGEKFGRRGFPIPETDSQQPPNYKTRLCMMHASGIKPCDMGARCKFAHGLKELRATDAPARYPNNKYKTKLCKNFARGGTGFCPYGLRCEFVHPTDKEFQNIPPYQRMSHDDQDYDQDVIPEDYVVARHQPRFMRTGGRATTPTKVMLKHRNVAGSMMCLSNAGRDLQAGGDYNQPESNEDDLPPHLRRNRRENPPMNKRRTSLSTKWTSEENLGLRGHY
CIT2-GFP yeast – yeast TOR pathway CIT2-GFP modulation. S. cerevisiae CIT2-GFP strain, flow cytometry, 3 h; 100 means same as DMSO wells. GFP response vs DMSO, % at 10 µM. 320,000 compounds, 0.065% hits;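 active = GFP response relative to DMSO above a set limit, near the screen mean plus 3 SD, cut at about 150% in these data; inconclusive = Fewer than 70 cells measured for a yeast strain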;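 also: ratio of well median GFP fluorescence to mean of DMSO wells on the plate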
Bcl-xL primary – inhibitors of human Bcl-xL | 320,000 compounds, 0.7% hits | inhibition, % at 10.9 µM | GST-Bcl-xL / FITC-Bim BH3 peptide fluorescence polarization | Q07817 | AID 2129;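 active = inhibition above the mean of all tested compounds plus 3 SD, cutoff set per campaign, cut at about 30% in these data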;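 also: 0% = DMSO wells and 100% = unlabeled Bim-BH3 peptide competitor; inhibitors lower millipolarization by displacing the labeled peptide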
Target sequence (Q07817 whole entry, looked up): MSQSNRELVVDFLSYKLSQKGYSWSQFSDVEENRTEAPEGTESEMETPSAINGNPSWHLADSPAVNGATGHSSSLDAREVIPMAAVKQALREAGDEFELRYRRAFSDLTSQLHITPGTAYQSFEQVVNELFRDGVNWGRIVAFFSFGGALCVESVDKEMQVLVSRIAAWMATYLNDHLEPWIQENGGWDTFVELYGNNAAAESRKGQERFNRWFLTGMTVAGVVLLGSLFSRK
GLD-1 TGE inh – GLD-1-TGE RNA interaction inhibition (C. elegans); Q17339; purified GLD-1 + fluorescein TGE RNA, fluorescence polarization; AID 2280; 320,000 compounds, 0.44% hits; inhibition, % at 5.96 µM;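 active = percent inhibition above a per-plate cutoff, the plate mean of test compounds plus 3 SD, cut at about 30% in these data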;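 also: 0% = DMSO wells with GLD-1 and probe and 100% = wells lacking GLD-1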
Fam108B inh – Fam108B inhibition, counter-screen for RBBP9 inhibitors; 300,000 compounds, 0.33% hits; recombinant Fam108B, FP-Rh probe fluorescence polarization; inhibition, % at 9.51 µM;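 active = inhibition above the screen mean inhibition plus 3 SD, computed separately per campaign, cut at about 18% in these data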;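 also: inhibitors lower polarization as less probe binds the enzyme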
AGP1-GFP MLPCN – alters AGP1-GFP fluorescence in TOR pathway yeast screen. S. cerevisiae AGP1-GFP multiplex flow cytometry, 3 h; GFP as percent of DMSO wells. GFP response vs DMSO, % at 10 µM. 320,000 compounds, 0.02% hits. AID 2066;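 active = GFP response relative to DMSO above a set limit, near screen average plus 3 SD, cut at about 150% in these data; inconclusive = fewer than 70 cells counted for the yeast strain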;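 also: median GFP channel fluorescence of the gated AGP1 strain per well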
MCL1-BIM inh – MCL1-BIM-BH3 interaction inhibition (human); Q07820; GST-MCL1 / FITC-Bim-BH3 fluorescence polarization; inhibition, % at 10.9 µM; 320,000 compounds, 0.68% hits; AID 2057;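 active = inhibition above the mean inhibition of all tested compounds plus 3 SD, set per campaign, cut at about 40% in these data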;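 also: 0% = DMSO wells and 100% = unlabeled Bim-BH3 peptide control; higher means more loss of mP so more displacement of Bim peptide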
Target sequence (Q07820 whole entry, looked up): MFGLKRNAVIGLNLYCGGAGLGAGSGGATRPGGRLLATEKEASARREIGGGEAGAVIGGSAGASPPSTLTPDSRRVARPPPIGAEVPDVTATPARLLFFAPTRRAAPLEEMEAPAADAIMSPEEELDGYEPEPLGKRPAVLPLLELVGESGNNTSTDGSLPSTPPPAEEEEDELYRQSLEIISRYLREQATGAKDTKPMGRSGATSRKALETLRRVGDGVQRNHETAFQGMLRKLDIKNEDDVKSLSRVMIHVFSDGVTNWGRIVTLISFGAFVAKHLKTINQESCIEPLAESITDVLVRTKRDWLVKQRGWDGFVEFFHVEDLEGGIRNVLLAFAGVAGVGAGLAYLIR
An asterisk follows results filed as active; i = inactive; ? = inconclusive; / = no result given; [ ] = remark or other dose.

canonical_smiles	GRK2 inh	VLA-4 inh	MEX-5 binding	CIT2-GFP yeast	Bcl-xL primary	GLD-1 TGE inh	Fam108B inh	AGP1-GFP MLPCN	MCL1-BIM inh
CCOc1ccc(NC(=O)Cn2c(=O)n(CC3CCCO3)c(=O)c3ccccc32)cc1 (centres undefined)	0	1	-0.4	106	0	2	-1	104	-3
Cc1ccc(S(=O)(=O)N2CCOCC2)cc1NC(=O)CNC1CCCC1	1	-5	-2.4	98	5	-3	-1	110	-8
NS(=O)(=O)c1ccc(CCNC(=O)c2ccc(C#CC3(O)CCCCC3)cc2)cc1	0	-19	1.3	103	0	-4	0	98	0
C=C(C)CN1CCN(c2c(CCC#N)c(C)c(C#N)c3nc4ccccc4n23)CC1	0	-22	6.2	107	4	9	2	111	1
CN(C)c1ccc(N2C(=O)CC(Nc3ccc(N4CCOCC4)cc3)C2=O)cc1 (centres undefined)	0	1	1.2	83	9	2	3	86	6
COC(=O)COc1ccc(C(C2C(=O)CC(C)(C)CC2=O)C2C(=O)CC(C)(C)CC2=O)cc1	0	-6	0.6	103	16	4	6	99	2
O=C(CC1Sc2ccccc2NC1=O)NCc1cccc(Cl)c1 (centres undefined)	0	-10	0.2	91	4	-2	5	94	5
O=C(O)CC1S/C(=N/N=C/c2ccccn2)NC1=O (centres undefined)	0	2	-7.2	96	0	4	6	103	6
Cc1cc(C)nc(NS(=O)(=O)c2ccc(N=NN(C)C)cc2)n1	1	22	-0.6	102	1	-11	-3	99	-4
CC(=O)OCC1=C(C(=O)O)N2C(=O)C(NC(=O)C(C)Cn3cc(Cl)cn3)C2SC1 (centres undefined)	0	0	0.2	109	9	1	0	107	10
Cc1ccccc1OCC(=O)NCCCNC(=O)c1ccccn1	0	-3	-0.2	107	-2	5	1	103	-1
Cc1cc2ncn(/N=C/c3ccc([N+](=O)[O-])o3)c2cc1C	2	-13	-6.0	91	7	0	4	72	0
O=C(C(=O)N1CCN(c2ccc(F)cc2)CC1)N1CCCCC1	0	5	-2.0	97	0	2	4	/	-3
CC1=C(/C=C/C(C)=C/C=C/C(C)=C/C(=O)Nc2ccc(O)cc2)C(C)(C)CCC1	0	28	/	96	-1	4	/	99	-8
COc1ccccc1NCc1nnc(SCC(=O)N/N=C/c2ccco2)n1-c1ccc(Cl)cc1Cl	2	2	-2.2	97	-3	0	0	105	4
O=C(N/N=C1/CCS(=O)(=O)c2ccc(F)cc21)c1cccnc1	2	2	-0.5	102	3	0	4	101	1
COCCn1c(-c2ccc(OC(F)(F)C(F)C(F)(F)F)cc2)nc2c1c(=O)[nH]c(=O)n2CC(C)C (centres undefined)	0	-7	/	91	4	4	2	/	7
O=C(Nc1ccc(F)cc1)Nc1ccccc1NS(=O)(=O)c1cccs1	0	4	-2.7	98	1	9	3	104	4
Cc1nn(CC(=O)NCCc2ccccc2)c(C)c1[N+](=O)[O-]	0	6	2.4	111	5	2	-6	105	11
CCC(CO)Oc1cc(NC(=O)c2ccc(N)cc2)c2ncn(C(C)C)c2c1 (centres undefined)	9	2	/	97	/	3	/	99	/
Cc1cc(C)c(NC(=O)CNC(=O)c2ccc(-n3cncn3)c([N+](=O)[O-])c2)c(C)c1	3	-4	-1.2	100	-2	9	3	94	-5
NC(=O)CC(NC(=O)Cc1cccc2ccccc12)c1ccc(NCc2ccc(F)c(F)c2)c([N+](=O)[O-])c1 (centres undefined)	3	18	1.4	83	-3	-3	-9	90	3
COC(=O)[C@@]12CCCN1[C@H](c1ccc(-c3ccc(F)cc3)cc1)[C@H]1C(=O)N(C)C(=O)[C@H]12	1	-6	-5.1	97[may fluoresce red]	5	-1	4	?	5
Cc1ccccc1NC(=S)NCCO	2	46	-0.1	101	2	3	2	98	5
O=C(Nc1csnn1)c1csnn1	4	i	1.1	93	1	10	3	97	12
CC(C1CC1)N(Cc1ccccc1)C(=S)Nc1ccccc1 (centres undefined)	0	7	-2.6	102	5	-3	-3	112	2
NC(=O)CC(NC(=O)Cc1cccc2ccccc12)c1ccc(N2CCc3ccccc3C2)c([N+](=O)[O-])c1 (centres undefined)	1	17	-1.7	74	5	6	-2	83	5
COc1ccccc1CN1C(=O)C2CC=CCC2C1=O (centres undefined)	0	2	1.9	94	2	1	5	102	1
Cc1ccc(S(=O)(=O)NCCC(=O)Nc2nnc(C3CC3)s2)cc1C	3	7	4.3	106	-2	5	1	108	-2
CCSc1nnc2ccc(-c3ccc(OC)c(OC)c3)nn12	0	14	-5.2	151*	10	0	2	111	3
CCOC(=O)C1(Cc2ccccc2C)CCCN(C(=O)c2ccc(COC)o2)C1 (centres undefined)	7	-5	1.6	108	2	6	2	101	3
Cc1ccc(SCC(=O)Nc2ccc3c(c2)C(=O)N(C)C3=O)cc1	0	6	-0.7	97	5	5	-7	96	-3
CC(OC(=O)/C=C/c1ccco1)C(=O)Nc1cccc([N+](=O)[O-])c1 (centres undefined)	9	0	1.7	98	2	5	0	87	2
Cc1cc(C(=O)OCC(=O)c2ccc3c(c2)OCCO3)c(C)o1	0	6	2.9	99	1	0	-4	101	-2
COc1ccc2c(CC(=O)OCC(=O)Nc3sc4c(c3C#N)CCC(C)C4)coc2c1 (centres undefined)	0	1	3.7	117	0	5	-5	102	4
COc1ccc(NC(=O)c2ccc(S(=O)(=O)N(C)C)cc2)cc1OC	3	16	0.3	106	5	2	-2	100	6
CCCNC(=O)COC(=O)c1ccc(Cl)c(S(=O)(=O)N2CCCC2)c1	7	-16	-2.9	111	5	-1	-1	107	-7
Cc1ccc(C(=O)Nc2ccccc2OC(F)F)cc1	0	5	0.9	/	2	2	-4	95	7
COc1ccc(Cl)cc1NC(=O)C1CC(c2c(F)cccc2Cl)=NO1 (centres undefined)	4	0	2.8	102	-2	0	0	106	0
Cc1ccc(C)n1-c1cccc(C(=O)Nc2ccccc2)c1	0	-7	1.0	87	-8	-4	-4	100	-11
CC1CCCCC1NC(=O)CN1CCC(NC(=O)c2ccc([N+](=O)[O-])cc2)CC1 (centres undefined)	0	7	0.2	104	2	-3	-4	102	8
O=C(CN1CCCCC1)N/N=C/c1cccc(C(F)(F)F)c1	2	2	/	89	6	5	2	101	1
COc1cccc(CC2(CO)CCCN(Cc3nc(-c4cccs4)oc3C)C2)c1 (centres undefined)	0	4	4.0	84	-9	6	2	90	-12
CCN(CC(=O)Nc1ccccc1C(F)(F)F)C(=O)c1ccc2[nH]c3c(c2c1)CC(C)CC3 (centres undefined)	0	4	-1.7	95	2	7	3	97	4
C=CCSc1nn2c(=O)c3ccccc3nc2s1	0	-2	-0.9	107	6	3	2	97	7
O=C(c1cccc2nccnc12)N1CCCC(Nc2ccc(F)c(F)c2)C1 (centres undefined)	1	5	-4.0	96[may fluoresce red]	3	0	5	94[may fluoresce red]	-3
COc1ccc(Cn2c(CCC(=O)Nc3ccc(CC#N)cc3)nc3cccnc32)cc1	3	-5	1.1	103	2	-5	-2	103	4
COc1ccc(C(=O)NC(=S)Nc2ccc3[nH]c(=O)[nH]c3c2)c(OC)c1	5	-6	0.7	106	11	-2	5	104	11
COc1nc(OC)nc(N2CCC(C(=O)NC3CC3)CC2)n1	0	-7	2.6	100	9	-3	0	95	7
COc1ccc(-n2c(Cn3c(=O)sc4ccccc43)nnc2SCC(=O)N2CCCCC2)cc1	2	31	/	101	-5	3	-1	102	-5

More results:
canonical_smiles	GRK2 inh	VLA-4 inh	MEX-5 binding	CIT2-GFP yeast	Bcl-xL primary	GLD-1 TGE inh	Fam108B inh	AGP1-GFP MLPCN	MCL1-BIM inh
CCOC(=O)c1sc(NC(=O)c2cc3c(s2)CCC(C)C3)nc1C (centres undefined)	0	0	-7.2	100	0	-7	2	99	-1
O=C(/C=C\Nc1ccc2c(c1)OCO2)c1ccc2c(c1)OCO2	0	15	-4.5	87	-3	-17	6	/	-7
COc1ccc2c(c1)c(C(=O)N/N=C/c1cccs1)c(C)n2C	0	-111	-3.0	90	-7	-1	5	96	-1
c1cn(-c2ncnc3sc4c(c23)CCCC4)cn1	0	22	-0.1	94	2	-6	-4	104	-1
O=C(O)c1ccc(-n2c(-c3ccc(Br)cc3)n[nH]c2=S)cc1	0	-2	-3.0	85	-12	-2	-6	87	-1
COc1ccc(NC(=S)Nc2ccc(S(N)(=O)=O)cc2)c(C)c1	0	-2	-1.1	/	0	3	3	85	2
Cc1cccc(CSCc2ccc(C(=O)NCC3CCCO3)o2)c1 (centres undefined)	0	5	0.5	102	1	2	-6	99	11
Cc1ccc(S(=O)(=O)N(C)c2ccc(OC(=O)COc3ccccc3)cc2)cc1	2	-7	/	89	/	3	/	93	/
CC(=O)NC(=S)NNC(=O)COc1ccc([N+](=O)[O-])cc1	2	12	-3.4	97	0	-4	2	103	-4
O=C1CC(NNc2nc3ccccc3s2)C(=O)N1c1ccccc1 (centres undefined)	0	20	3.7	103	3	2	-1	106	4
CCN(CC)CC#CCOC(=O)C(O)(c1ccccc1)C1CCCCC1 (centres undefined)	0	-9	2.8	80	11	2	0	85	12
NC(=O)CC[C@@H]1NC(=O)[C@H](CO)NC(=O)c2cc([N+](=O)[O-])cc(I)c2OCC[C@@H](C(N)=O)NC1=O	5	-4	-0.1	91	2	-8	5	90	-1
COc1ccc(-c2csc(N3CCN(c4cc(C)nc5ccccc45)CC3)n2)cc1OC	0	12	-4.3	100	-13	2	1	95	-3
C=CCN1C(=O)C(CC(=O)Nc2ccc(C)cc2)SC1=Nc1c(C)n(C)n(-c2ccccc2)c1=O (centres undefined)	0	-5	-2.5	95	2	4	4	95	4
COc1ccc(OC)c(CN2CCSCC2)c1	0	-6	0.1	108	/	/	/	105	/
CCc1nnc(NS(=O)(=O)c2ccc(NC(=O)c3cccc(Br)c3)cc2)s1	4	6	-1.2	99	8	-4	7	102	1
COC(=O)c1sccc1NC(=O)c1cnc2cc(C)nn2c1C	1	-12	-1.1	106	9	1	-4	107	10
CC(=O)NCCc1c[nH]c2ccc(O)cc12	5	3	-1.9	96	4	1	6	93	-3
CCOCCCn1c(=NC(=O)c2cccnc2)c(C(=O)OCC)cc2c(=O)n3ccccc3nc21	3	-7	1.3	?	10	-4	2	24[may fluoresce violet]	15
CCOc1cccc(C=Nc2cc(C)cc(C)c2O)c1O	5	-50	-0.1	103	11	4	4	99	11
Cc1onc(-c2ccccc2Cl)c1C(=O)Nc1nnc(-c2ccc(Br)cc2)s1	2	-8	-1.1	97	-1	5	5	102	-6
COc1ccc2cc(/C(C)=N/NC(=O)C3CC3)ccc2c1	1	10	-2.2	97	2	3	3	103	-1
CC(C)Cc1csc(NC(=O)c2ccc(Br)cc2)c1C(=O)O	1	0	-0.4	100	-1	0	7	111	1
O=C(CSc1nc2c(c(=O)[nH]1)CCC2)Nc1ccccc1Cl	2	-18	0.0	103	-1	-1	1	104	1
